Compound activity (PubChem BioAssay)
WT yeast gro inh: growth inhibition of WT yeast, mitochondrial fusion screen; mitochondrial fusion phenotypic screen, WT strain; inhibition, % at 10 µM; actives 2.1% (n = 190,000); in the data active = inhibition above about 58%; tested in S. cerevisiae
PMI inhibition: human PMI inhibitors, high substrate, primary screen, biochemical, fluorescence intensity, high mannose 6-phosphate (AID 1220) | actives 0.66% (n = 190,000) | recombinant PMI enzyme, coupled fluorescence intensity; higher % means a stronger effect | one-dose inhibition, % at 20 µM; IC50 in µM for titrated hits
M1AAP inhibition: P. falciparum M1AAP inhibitors, biochemical, fluorogenic H-Leu-NHMec substrate, 1536-well (AID 1445). recombinant M1AAP, H-Leu-NHMec fluorogenic kinetic assay; higher % means a stronger effect. one-dose inhibition, % at 30 µM; IC50 in µM for titrated hits. actives 0.42% (n = 220,000);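 active = primary inhibition above the hit cutoff, then over 50% inhibition at one or more dose response concentrations, cut at about 23% in these data, passing the limit was not always enough; inconclusive = conflicting primary data, or primary hits not chosen for dose response; inactive = low primary inhibition, or under 50% at every dose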;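 also: plate controls were DMSO full reaction for no effect and no enzyme background for full effect; strong numbers were not always called active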
human PMI inhibition: inhibitors of human PMI, primary screen, biochemical, fluorescence intensity, coupled assay (AID 1209) | purified PMI enzyme, coupled fluorescence intensity; higher % means a stronger effect | inhibition, % at 20 µM; hits with a dose series show IC50 in µM | actives 0.42% (n = 190,000);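 also: plate controls were DMSO vehicle for no effect and wells lacking substrate for full effect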
Yfh1-depleted yeast: enhancers of respiration in Yfh1-depleted yeast, dose response, Friedreich's ataxia, plus single-dose screen (AID 1465). S. cerevisiae Yfh1-off respiration, WST-1 reduction, 72 h; higher fold induction means a stronger effect. actives 0.074% (n = 220,000). fold induction at 50 µM, or EC50 in µM where a hit was titrated;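 active = fold induction of absorbance versus untreated yeast above a set limit, then at least 30% activation at any dose in follow-up; inconclusive = repeats straddling the limit, or above it without dose testing; inactive = fold induction below the set limit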;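 also: activators that raise dye reduction in frataxin-depleted yeast; strong numbers were not always called active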
M17LAP inhibition: P. falciparum M17LAP inhibitors, primary screen, biochemical, fluorogenic H-Leu-NHMec substrate, 1536-well (AID 1619); recombinant M17LAP, H-Leu-NHMec fluorogenic kinetic assay; higher % means a stronger effect; inhibition, % at 30 µM, or IC50 in µM where a hit was titrated; actives 0.38% (n = 220,000);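 active = compound inhibiting the enzyme by more than half at any dose during confirmatory dose-response retesting; inconclusive = strong single-dose inhibitors picked by rank but not retested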;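 also: plate controls were full reaction with DMSO carrier for no effect and no enzyme background for full effect; strong numbers were not always called active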
XIAP antagonists: XIAP antagonists, biochemical, IAP family, fluorescence polarization (AID 1018); XIAP BIR domain, fluorescence polarization peptide displacement; higher % means a stronger effect; displacement, % at 20 µM; hits with a dose series show IC50 in µM; actives 0.007% (n = 200,000); in the data active = displacement above about 50%; also: a part of the inactive calls stands beside numbers as strong as those of hits
LYP inhibition: inhibitors of LYP phosphatase, biochemical, fluorescence intensity, uHTS (AID 1779) | recombinant LYP phosphatase, fluorescence intensity; higher % means a stronger effect | inhibition, % at 11.5 µM, or IC50 in µM where a hit was titrated | actives 0.054% (n = 290,000);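 also: plate controls were vehicle with enzyme for no effect and no enzyme for full effect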
TNAP activation fold: human TNAP enzyme activators, primary screen, biochemical, luminescent, no phosphate acceptor, uHTS (AID 1001). purified TNAP, luminescent activation assay, no phosphate acceptor; higher activation fold means a stronger effect. actives 0.03% (n = 200,000). activation fold at 20 µM; hits with a dose series show EC50 in µM; in the data active = activation fold from about 3, or a potency from the dose series; inactive = the rest, 99 in 100 with activation fold below about 1.6; also: many of its hits are not listed in these tables
WT yeast gro inh mutant strain: recorded beside WT yeast gro inh, whose call it bears; inhibition, %; mitochondrial fusion phenotypic screen, mutant strain inhibition
* = called active by the depositor; i = inactive; ? = inconclusive; nt = not tested or not shown. Rule as the data show it, unless noted: active = inhibition above about 50%; inactive = the rest.

SMILES | WT yeast gro inh | WT yeast gro inh mutant strain | PMI inhibition | M1AAP inhibition | human PMI inhibition | Yfh1-depleted yeast | M17LAP inhibition | XIAP antagonists | LYP inhibition | TNAP activation fold
Nc1ccnn1Cc1cccs1 | 4 | 5 | 9% | 2% | 13% | i | 10% | -4.5% | -5% | 1.1
CCCCn1c(SCC(=O)Nc2cc(C(F)(F)F)cc(C(F)(F)F)c2)nnc1C(CC)N(C)C (stereo not given) | 40 | 18 | 22% | -4% | 30% | i | -1% | -9.6% | 0% | 0.9
C=C1CSc2nc(=O)c3c4c(sc3n21)CCCC4 | 6 | -2 | 12% | 6% | 10% | i | 3% | -3.0% | -5% | 1.1
CC(C)CCNC(=O)c1c[nH]c2ccc(S(=O)(=O)N3CCC4(CC3)OCCO4)cc2c1=O | 5 | 9 | -6% | -2% | -4% | i | 7% | -6.6% | -1% | 1.1
O=CN1CCN(S(=O)(=O)c2ccc(Cl)c(C(=O)O)c2)CC1 | -9 | 5 | 5% | 17% | -8% | i | 5% | -3.8% | -3% | 1
Cc1ccc(S(=O)(=O)NN2C(=O)/C(=C/c3cccn3C)SC2=S)cc1 | 51 | 31 | 2% | ? | 3% | i | 49% | -8.3% | 5% | 0.8
CC(/C=C/c1ccccc1)=N\NC(=O)c1ccc2c(c1)OCCO2 | 11 | 12 | -6% | -4% | -7% | i | -9% | -8.5% | -8% | 1
CC(C)c1ccc(C(=O)NCCCc2ccccc2)cc1 | 10 | -2 | -2% | 9% | -2% | i | -3% | -2.6% | 2% | 1.2
CCOC(=O)CC(=O)CSc1nc2cc(C)ccc2cc1C | 9 | 20 | 1% | -9% | 6% | i | -9% | -1.6% | 8% | 1.1
O=S(=O)(CCc1ccccc1)/N=C/c1cccs1 | 0 | -1 | -4% | -2% | -9% | i | -9% | -4.5% | -5% | 1.1
O=S(=O)(NCCc1ccccc1)c1cccc2nsnc12 | -9 | 4 | 2% | 2% | 7% | i | 4% | -1.1% | -5% | 1.2
S=C(NCc1ccc(Cl)c(Cl)c1)Nc1ccc2c(c1)OCO2 | 18 | 5 | 10% | 6% | 6% | nt | 9% | -4.0% | -4% | 1.2
COc1ccc(-c2nn(CCC(=O)O)cc2/C=C2\SC(N)=NC2=O)cc1 | -3 | 15 | 1% | 6% | -1% | i | 6% | -9.1% | 0% | 1.2
CCOC(=O)CCSCC(=O)N1N=C(c2cccs2)CC1c1ccc(C)cc1 (stereo not given) | 17 | 0 | 11% | 7% | 20% | i | 7% | 23% | 3% | 1.1
CC(C)C(c1nnnn1C1CCCC1)N1CCN(c2ccccc2F)CC1 (stereo not given) | 12 | 17 | 12% | 2% | 6% | i | 7% | -3.6% | 0% | 1.1
Cc1nccc(-c2sc(-c3cccs3)nc2C)n1 | nt | nt | nt | 12% | nt | i | -133% | nt | -18% | nt
CN(C)CCOc1ccccc1C(C)(C)C | -14 | 7 | 6% | 5% | 14% | i | 1% | -6.2% | -10% | 1
CC(C)c1nnc(NC(=O)CCC(=O)N2CCN(C3c4ccccc4-c4ccccc43)CC2)s1 | 24 | 4 | 7% | -4% | 16% | i | -2% | -7.7% | 0% | 1
O=C(NCc1cccnc1)c1ccc(Cn2c(=S)[nH]c3ccc(Br)cc3c2=O)cc1 | 4 | 16 | -7% | 2% | -3% | i | 15% | -4.0% | -10% | 1.2
COc1cc(NC(=O)C(C)Oc2ccccc2)c(C(=O)O)cc1OC (stereo not given) | 7 | 12 | 6% | 2% | 11% | i | 1% | -5.1% | 3% | 1.1
CCc1nnc(NC(=O)Cc2cc(OC)c(OC)c(OC)c2)s1 | -8 | -14 | -5% | 0% | -3% | i | -7% | -2.9% | -7% | 1
CCOC(=O)C(NCCc1ccccc1F)(NC(C)=O)C(F)(F)F (stereo not given) | -16 | 0 | -13% | 4% | 6% | i | -5% | -1.8% | 0% | 1.1
COc1ncnc(OC)c1NC(=O)c1ccc(F)cc1 | -11 | -12 | -48% | 1% | -16% | i | 2% | -5.4% | -5% | 1
CCCCn1c(CN2CCN(c3cccc(Cl)c3)CC2)nc2c1c(=O)n(C)c(=O)n2C | 72* | 28* | 2% | -1% | 9% | i | 1% | -9.4% | 7% | 1
C=CCc1cccc(/C=N/n2c(C)nnc2C)c1O | -10 | -15 | 5% | 2% | -2% | i | -9% | -1.7% | -9% | 1.1
New compounds follow
SMILES | WT yeast gro inh | WT yeast gro inh mutant strain | PMI inhibition | M1AAP inhibition | human PMI inhibition | Yfh1-depleted yeast | M17LAP inhibition | XIAP antagonists | LYP inhibition | TNAP activation fold
CCOC(=O)c1ccc(NC(=O)CSc2nnc(C3CC3)n2C)cc1 | -2 | -1 | -11% | 7% | -8% | i | 6% | -8.1% | -7% | 1.1
c1ccc(C2CCC(N3CCC(N4CCCCC4)CC3)CC2)cc1 (stereo not given) | -11 | 33 | -12% | -4% | -14% | nt | 0% | -3.5% | -8% | 1
Cc1ccc2c(c1)nnn2C1CCN(CC(=O)NCCc2nc3ccccc3[nH]2)CC1 | -18 | -12 | 10% | 2% | 9% | i | 1% | -4.0% | 2% | 0.8
Cc1c(C(=O)N2CCCC2)oc2c1-c1[nH]ncc1CC2 | 14 | -3 | 40% | -2% | -7% | i | 11% | 0.2% | 0% | 1
CCC(C)(C(=O)NC1CCCCC1)N(C(=O)c1ccccn1)c1ccc(C)cc1 (stereo not given) | 22 | 22 | 0% | -1% | -5% | i | -6% | -3.6% | -6% | 1.2
COc1ccc(CSc2nnc3n(C)c(=O)c4c5c(sc4n23)CCCC5)cc1 | nt | nt | -2% | nt | -3% | nt | nt | -2.5% | 6% | 1.1
Cc1c(NC(=O)CN2C(=O)NC3(CCC(C)CC3)C2=O)c(=O)n(-c2ccccc2)n1C (stereo not given) | 11 | 9 | 12% | 0% | 7% | i | -5% | -4.9% | -6% | 1
COc1cc(-c2nnc(-c3ccco3)o2)ccc1OCc1ccccc1 | -7 | -15 | -1% | 0% | 4% | i | 6% | -2.9% | -7% | 1
Cc1csc2c(=O)sc(NC(=O)c3cccs3)nc12 | nt | nt | nt | 5% | nt | i | 15% | nt | -8% | nt
CC(=O)Oc1ccc(-c2cccc(C(=O)NCCCO)c2)cc1 | -2 | -24 | 9% | -1% | 3% | i | 25% | -3.2% | 0% | 1
O=C(COC(=O)c1sc2cc(F)ccc2c1Cl)Nc1ncc(Cl)cc1Cl | 4 | -8 | 13% | 4% | 20% | i | -4% | -0.3% | 5% | 1.1
CCOC(=O)C1CCN(c2nc3c(C)cccn3c(=O)c2/C=C(\C#N)S(=O)(=O)c2ccccc2)CC1 | nt | nt | nt | 1% | nt | i | 3% | nt | 14% | nt
CCCCOC(=O)C1=C(C)Nc2ncnn2C1c1cc(OC)ccc1OC (stereo not given) | 0 | -22 | 0% | 13% | 1% | i | 1% | -6.0% | -2% | 1.1
CCOC(=O)C(Cc1c(F)cccc1Cl)c1ccno1 (stereo not given) | -7 | 3 | -11% | 15% | -8% | i | -6% | -6.6% | -1% | 1
C=CCn1cccc(/C=C/C(=O)c2ccc(C(C)(C)C)cc2)c1=S | 50 | -3 | -38% | 14% | -34% | i | 21% | -0.6% | -9% | 1
O=S(=O)(c1ccc(N2CCN(CCO)CC2)nc1)N1CCCCC1 | -2 | -3 | 9% | 6% | 9% | i | 17% | 0.8% | -4% | 1.1
CCn1c2ccccc2c2cc(NC(=O)Nc3ccc([N+](=O)[O-])cc3C)ccc21 | nt | nt | nt | -2% | nt | i | -4% | nt | 0% | nt
Cn1c(SCC(=O)Nc2cccc(NC(=O)c3cccs3)c2)nnc1-c1ccncc1 | -4 | 3 | 0% | -1% | 0% | i | 10% | 3.0% | -8% | 1
Cc1ccc(Nc2nc(N)nc(CSc3nccn3C)n2)cc1 | 11 | 15 | 14% | 8% | 14% | i | 6% | -9.3% | -2% | 1
Cn1ccnc1SCC(=O)Nc1cccc(S(=O)(=O)N2CCCCCC2)c1 | 12 | 9 | -11% | 4% | 1% | i | 6% | -12% | -2% | 1.1
CC(C)OCc1c(C(=O)OC/C(O)=C(\C#N)c2nc3ccccc3[nH]2)oc2ccccc12 | 7 | 6 | 28% | 1% | 12% | i | -4% | -0.5% | -5% | 1.1
CC(C)CC(=O)Nc1cccc(-c2cn3ccsc3n2)c1 | -4 | 3 | 4% | 5% | 9% | i | 13% | -2.1% | 3% | 1.1
O=C(Nc1ccc(O)cc1C(=O)O)c1cccc(Br)c1 | -6 | -10 | 0% | 3% | -2% | i | 24% | -3.4% | -13% | 1.1
CCN1CCN(C(c2cccs2)C(C)NC(=O)NC2CCCCC2)CC1 (stereo not given) | 11 | -11 | 6% | -1% | 5% | i | 5% | -2.6% | -4% | 1.1
Cc1ccc(NC(=O)CC2C(=O)NCCN2C(=S)Nc2ccccc2)c(C)c1 (stereo not given) | -8 | 24 | -7% | 4% | 7% | i | 1% | -3.1% | -11% | 1.1

Part of the list above, showing only Yfh1-depleted yeast, M17LAP inhibition and TNAP activation fold.
SMILES	Yfh1-depleted yeast	M17LAP inhibition	TNAP activation fold
CC(C)CC(=O)Nc1cccc(-c2cn3ccsc3n2)c1	i	13%	1.1
COc1ccc(CSc2nnc3n(C)c(=O)c4c5c(sc4n23)CCCC5)cc1	nt	nt	1.1
Cc1c(C(=O)N2CCCC2)oc2c1-c1[nH]ncc1CC2	i	11%	1
CC(=O)Oc1ccc(-c2cccc(C(=O)NCCCO)c2)cc1	i	25%	1

New compounds follow
SMILES | WT yeast gro inh | WT yeast gro inh mutant strain | PMI inhibition | M1AAP inhibition | human PMI inhibition | Yfh1-depleted yeast | M17LAP inhibition | XIAP antagonists | LYP inhibition | TNAP activation fold
CCCN1C(=O)/C(=c2\s/c(=C3\C=Cc4ccccc4N3CC)c(=O)n2-c2ccccc2)SC1=S | -9 | 5 | 5% | 6% | 11% | i | 3% | -4.1% | -3% | 0.9
N#CCSc1nnc2sc3ccccc3n12 | 0 | -1 | 0% | 9% | 0% | i | 6% | -3.9% | -8% | 1
COC(=O)c1cc(NC(=O)CN(c2cccc(OC)c2)S(=O)(=O)c2ccccc2)ccc1Cl | 25 | 5 | 12% | -3% | 18% | i | -10% | -3.9% | -2% | 1.2
OCCNc1ccc(Cl)cc1 | 9 | 5 | 13% | -9% | 6% | i | -3% | -3.9% | -7% | 1.1
O=S(=O)(Nc1c(S(=O)(=O)c2ccccc2)c2nc3ccccc3nc2n1C1CCCCC1)c1ccccc1 | -2 | -1 | 60%* | 2% | 24% | nt | 0% | -1.4% | 12% | 1.1
O=C(O)CC(SCC(=O)Nc1ccc(S(=O)(=O)N2CCCC2)cc1)C(=O)O (stereo not given) | -11 | 5 | -2% | -2% | 2% | i | 5% | -6.5% | -2% | 1.3
N/C(=N\OS(=O)(=O)c1ccccc1)c1ccccn1 | -10 | 7 | -4% | 6% | -9% | i | -11% | -15% | 0% | 1.1
CCOC(=S)SCC(=O)N1CCc2ccccc2C1C1C(=O)CC(C)(C)CC1=O (stereo not given) | -4 | -4 | -8% | -8% | 2% | i | 16% | -7.2% | -1% | 1
